PAFAH2 FP inh: PAFAH2 (human) inhibition; Q99487; recombinant PAFAH2, FP-rhodamine activity probe, fluorescence polarization; inhibition, % at 3.39 µM; hit rate 0.99% among 340,000; AID 492956;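 active = inhibition above the mean over all tested compounds plus 3 SD, cut at about 30% in these data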;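 note: inhibitors block probe labeling of enzyme so polarization drops; 0% = enzyme with DMSO and 100% = wells lacking PAFAH2 protein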
LYPLA1 counter: blocks human lysophospholipase 1, a PME1 counter-screen | hit rate 0.16% among 320,000 | O75608 | inhibition, % at 5.9 µM | recombinant LYPLA1, FP-Rh probe fluorescence polarization;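 active = inhibition above the mean of all tested compounds plus 3 SD, set per campaign, cut at about 14% in these data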;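 note: inhibitors block serine hydrolase probe labeling of LYPLA1 so polarization falls; 0% = enzyme with DMSO and 100% = wells lacking LYPLA1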
Target sequence (O75608 whole entry, looked up): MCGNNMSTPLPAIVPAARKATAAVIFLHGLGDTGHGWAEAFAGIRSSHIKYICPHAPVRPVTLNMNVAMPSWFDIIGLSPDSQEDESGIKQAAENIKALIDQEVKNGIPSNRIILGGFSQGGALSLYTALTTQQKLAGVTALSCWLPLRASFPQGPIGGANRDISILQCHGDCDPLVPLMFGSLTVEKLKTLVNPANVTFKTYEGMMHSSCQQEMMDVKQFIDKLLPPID
PAD4 inh: blocks human protein arginine deiminase 4; Q9UM07; recombinant PAD4, RCA probe fluorescence polarization; inhibition, % at 6.36 µM; hit rate 0.41% among 330,000;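 active = percent inhibition above a cutoff equal to the mean of all tested compounds plus 3 SD, cut at about 15% in these data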;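 note: 0% = PAD4 with RCA probe and DMSO and 100% = probe without PAD4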
Target sequence (Q9UM07 whole entry, looked up): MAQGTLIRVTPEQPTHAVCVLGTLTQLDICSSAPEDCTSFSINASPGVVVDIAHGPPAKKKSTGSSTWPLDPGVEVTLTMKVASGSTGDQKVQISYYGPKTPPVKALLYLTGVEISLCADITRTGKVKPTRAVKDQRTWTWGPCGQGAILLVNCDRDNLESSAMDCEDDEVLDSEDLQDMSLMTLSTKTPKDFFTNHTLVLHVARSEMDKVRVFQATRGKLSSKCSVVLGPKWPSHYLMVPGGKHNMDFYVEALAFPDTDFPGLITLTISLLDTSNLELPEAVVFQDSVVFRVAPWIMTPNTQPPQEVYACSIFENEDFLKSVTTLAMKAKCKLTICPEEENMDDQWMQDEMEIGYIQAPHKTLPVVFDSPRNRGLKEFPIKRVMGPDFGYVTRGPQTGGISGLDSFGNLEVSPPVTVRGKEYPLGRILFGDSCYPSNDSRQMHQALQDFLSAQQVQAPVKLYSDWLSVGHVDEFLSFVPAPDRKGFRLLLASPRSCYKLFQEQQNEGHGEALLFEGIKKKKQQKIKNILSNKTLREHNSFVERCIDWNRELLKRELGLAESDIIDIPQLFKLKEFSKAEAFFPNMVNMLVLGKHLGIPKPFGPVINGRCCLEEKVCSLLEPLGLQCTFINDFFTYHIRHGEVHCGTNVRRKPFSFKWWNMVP
PAFAH1B3 FP inh: inhibitors of human PAFAH1B3; Q15102; recombinant PAFAH1B3, FP-rhodamine probe, fluorescence polarization; inhibition, % at 3.39 µM; hit rate 0.28% among 340,000;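 active = inhibition above the screen-wide average of all tested compounds plus 3 SD, cut at about 25% in these data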;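 note: 0% = enzyme with DMSO only and 100% = wells lacking PAFAH1B3 protein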
PME-1 primary: PME-1 (human) inhibition; Q9Y570; recombinant PME-1, FP-Rh probe fluorescence polarization; inhibition, % at 5.9 µM; hit rate 0.53% among 320,000; AID 2130;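 active = inhibition above the campaign mean of all compounds plus 3 SD, cut at about 26% in these data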;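 note: competitive labeling of PME-1 active site by serine hydrolase directed probe; 0% = PME-1 with DMSO and 100% = wells lacking PME-1 enzyme; inhibitors block probe labeling so polarization falls and inhibition rises; many of its hits are not listed in these tables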
PAFAH1B2 inh: PAFAH1B2 (human) inhibition. AID 492953. hit rate 1.2% among 340,000. inhibition, % at 3.39 µM. recombinant PAFAH1B2, FP-rhodamine activity probe, fluorescence polarization;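 active = inhibition above the mean of all tested compounds plus 3 SD, cut at about 24% in these data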;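 note: 0% = enzyme with DMSO and 100% = wells lacking PAFAH1B2; many of its hits are not listed in these tables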
pPAFAH FP inh: pPAFAH (human) enzyme inhibition | recombinant pPAFAH, FP-rhodamine probe fluorescence polarization | inhibition, % at 3.39 µM | hit rate 1.5% among 330,000 | AID 463082;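 active = inhibition above the mean inhibition across the screen plus 3 SD, cut at about 25% in these data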;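 note: inhibitors block binding of the rhodamine activity-based probe so polarization drops; 0% = enzyme with DMSO and 100% = wells lacking pPAFAH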
Fam108B inh: counter-screen for RBBP9 inhibitors: inhibitors of mouse Fam108B; recombinant Fam108B, FP-Rh probe fluorescence polarization; inhibition, % at 9.51 µM; hit rate 0.33% among 300,000; AID 1947;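 active = inhibition above the screen mean inhibition plus 3 SD, computed separately per campaign, cut at about 18% in these data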;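 note: inhibitors lower polarization as less probe binds the enzyme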
GSTO1 inh: GSTO1 inhibition, counter-screen for RBBP9 inhibitors | recombinant GSTO1, activity-based probe fluorescence polarization | inhibition, % at 5.96 µM | hit rate 1.1% among 300,000 | AID 1974;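 active = inhibition above the campaign mean inhibition plus 3 SD, cut at about 35% in these data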;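 note: 0% = GSTO1-1 with DMSO and 100% = wells lacking GSTO1-1 enzyme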
Numbers without * were called inactive; . = no result given. A portion of the library; the hit share may differ from the screen's.

1. COC(C(=O)Nc1ccc(F)c(F)c1)c1ccccc1 (stereo not drawn)
2. COC(=O)CCc1c(C)nc(N)[nH]c1=O
3. O=C(O)c1cc(-n2nnnc2SCc2ccccc2F)ccc1Cl
4. COCCOC(=O)/C(=C/c1ccc(OC(=O)c2ccccc2)cc1)C(C)=O
5. C#CC1CN(Cc2ccccc2)CC(C#C)N1C (stereo not drawn)
6. CCCCCCn1ccc(=N)cc1
7. CC(OC(=O)c1ccc(F)c(S(=O)(=O)N2CCOCC2)c1)C(=O)NCC1CCCCC1 (stereo not drawn)
8. CC(=O)c1cccc(S(=O)(=O)NC2CC2)c1

entry no.,1,2,3,4,5,6,7,8
PAFAH2 FP inh,-3,2,0,-14,4,5,-1,-1
LYPLA1 counter,-2,2,3,0,-5,1,4,1
PAD4 inh,-5,-4,-3,-1,-2,-5,-1,0
PAFAH1B3 FP inh,4,3,2,11,-3,-3,4,-3
PME-1 primary,-3,-3,3,-6,-1,2,3,-2
PAFAH1B2 inh,3,5,1,2,5,-2,-5,4
pPAFAH FP inh,0,3,1,5,-2,1,-1,9
Fam108B inh,2,1,-1,0,-2,2,.,-4
GSTO1 inh,-3,0,10,-3,1,-8,.,1

9. Cc1c(Cl)c([N+](=O)[O-])nn1Cc1ccc(C(=O)Nc2ccc(Cl)cn2)o1
10. O=C(NCc1cccc(Cl)c1)c1ccc2nc[nH]c2c1
11. COc1ccc(NC(=O)CCC(=O)Nc2cc(OC)c(NC(=O)c3cccs3)cc2OC)cc1
12. Brc1ccc(N=Nc2ccc3ccccc3n2)cc1
13. Cc1cccc(C(=O)Nc2cccc(C(=O)N/N=C/c3cccc(C)n3)c2)c1
14. O=C(N/N=C/C(Cl)=C/c1ccc([N+](=O)[O-])cc1)C(=O)Nc1cccc(C(=O)O)c1
15. COc1cc(C2NC(=O)NC(C)=C2C(=O)OCC2CCCO2)ccc1O (stereo not drawn)
16. O=Cc1c(NCc2ccccc2F)c2ccccc2[nH]c1=O

entry no.,9,10,11,12,13,14,15,16
PAFAH2 FP inh,-6,-3,5,1,2,3,8,5
LYPLA1 counter,-4,4,0,3,-2,2,3,0
PAD4 inh,2,1,-1,-1,0,0,-1,5
PAFAH1B3 FP inh,-3,4,7,6,-5,2,6,11
PME-1 primary,6,-2,-1,3,2,-7,-5,1
PAFAH1B2 inh,-3,4,0,9,8,2,5,0
pPAFAH FP inh,5,-5,8,5,1,6,0,-1
Fam108B inh,0,2,-3,2,-1,2,-1,-1
GSTO1 inh,7,0,-4,4,-4,6,7,2

17. O=C(O)C1CC=CCC1C(=O)Nc1ccccc1Cl (stereo not drawn)
18. COc1cc(NC(=O)COc2cc(O)c3c(c2)OC(C)(C)CC3=O)cc(OC)c1
19. COc1ccccc1-c1sc2ccccc2c1-c1ccc2c(c1)OCO2
20. CC(=O)N1c2ccc(S(=O)(=O)N3CCC(C(=O)NC4CCC(C)CC4)CC3)cc2CC1C (stereo not drawn)
21. CCOC(=O)CC(=O)CSc1ccc2nnc(-c3ccc(F)cc3)n2n1
22. COc1ccccc1NS(=O)(=O)c1ccc2[nH]c(=O)[nH]c2c1
23. CN(C)C(CNS(=O)(=O)c1cc([N+](=O)[O-])ccc1Cl)c1ccco1 (stereo not drawn)
24. Cc1ccccc1OCCC(=O)N(CC(C)C)c1c(N)n(Cc2ccccc2)c(=O)[nH]c1=O

entry no.,17,18,19,20,21,22,23,24
PAFAH2 FP inh,0,-6,4,-1,3,4,8,-1
LYPLA1 counter,-2,-10,-3,-1,0,3,.,-1
PAD4 inh,-1,4,-2,1,0,1,-4,-4
PAFAH1B3 FP inh,-1,9,13,5,8,5,-5,3
PME-1 primary,-9,-12,-2,4,1,3,.,3
PAFAH1B2 inh,4,5,7,2,6,3,3,5
pPAFAH FP inh,-3,0,-1,3,-6,5,17,3
Fam108B inh,0,-6,0,-3,1,10,.,.
GSTO1 inh,13,-9,-2,-8,11,-9,.,.

25. Cc1ccc(NC(=S)NCCCN2CCOCC2)cc1
26. Cc1cccc2cc(CN(C(=O)c3cccc([N+](=O)[O-])c3)C(C)C)c(=O)[nH]c12
27. O=C1CCCN1C(=O)CSc1nnnn1-c1cccc(F)c1
28. CC(C)C(=O)Nc1c(C(=O)N2CCN(c3ncccn3)CC2)oc2ccccc12
29. COc1ccc(/C=N\NC(=O)c2ccc([N+](=O)[O-])c(C)c2)cc1COc1ccccc1C(N)=O
30. c1ccc(-c2cn3cccnc3n2)cc1
31. O=C(CN1CCN(c2ccccn2)CC1)Nc1ccc2ccccc2c1
32. O=C(c1cnc2ccc3ccccc3c2c1)c1cc(F)ccc1O

entry no.,25,26,27,28,29,30,31,32
PAFAH2 FP inh,7,-4,28,1,-17,-3,8,-12
LYPLA1 counter,-1,0,.,7,-6,1,3,-6
PAD4 inh,-2,-5,-3,-5,-10,-1,1,-5
PAFAH1B3 FP inh,-8,-10,13,10,-41,11,4,-8
PME-1 primary,1,-4,.,3,-33,3,0,-18
PAFAH1B2 inh,3,5,10,1,-30,6,4,-5
pPAFAH FP inh,1,0,-1,2,4,-2,4,-16
Fam108B inh,4,-1,.,2,-3,0,-1,-7
GSTO1 inh,7,1,.,8,0,4,-10,-1

33. CCn1cc(C(=O)N2CCN(Cc3ccc4c(c3)OCO4)CC2)c2cc(OC)c(OC)cc2c1=O
34. Cc1oc(-c2cccs2)[n+]([O-])c1C
35. CSc1ccc(CN(C)Cc2nc3ccccc3c(=O)[nH]2)cc1
36. Cc1cccc(NC(=O)CNC(=O)C23CC4CC(CC(Cl)(C4)C2)C3)n1
37. CCN(CC(=O)Nc1ccccc1C(F)(F)F)C(=O)C1CC(=O)N(Cc2ccccc2)C1 (stereo not drawn)
38. CC1=Nc2cc(C(=O)NCCN3CCOCC3)ccc2Sc2c(C)ccc(C)c21
39. Cc1ccccc1N=C1NC(=O)CC(c2ccccc2)S1 (stereo not drawn)
40. CCn1c(=N)n(CC(=O)c2ccco2)c2ccccc21

entry no.,33,34,35,36,37,38,39,40
PAFAH2 FP inh,1,-5,-2,3,-4,1,-1,-3
LYPLA1 counter,0,2,-2,1,-1,-2,-2,-1
PAD4 inh,2,-2,3,-2,-4,3,0,5
PAFAH1B3 FP inh,6,2,1,4,8,4,-8,-2
PME-1 primary,6,3,1,-5,-3,0,13,1
PAFAH1B2 inh,4,-3,4,18,0,5,0,5
pPAFAH FP inh,1,0,-1,-9,8,1,3,6
Fam108B inh,-3,2,0,-2,0,4,0,6
GSTO1 inh,5,0,6,-6,4,-4,14,2

Retrieved one by one from the entries so far:
37. CCN(CC(=O)Nc1ccccc1C(F)(F)F)C(=O)C1CC(=O)N(Cc2ccccc2)C1 (stereo not drawn)
34. Cc1oc(-c2cccs2)[n+]([O-])c1C
39. Cc1ccccc1N=C1NC(=O)CC(c2ccccc2)S1 (stereo not drawn)
40. CCn1c(=N)n(CC(=O)c2ccco2)c2ccccc21
36. Cc1cccc(NC(=O)CNC(=O)C23CC4CC(CC(Cl)(C4)C2)C3)n1
35. CSc1ccc(CN(C)Cc2nc3ccccc3c(=O)[nH]2)cc1

entry no.,37,34,39,40,36,35
PAFAH2 FP inh,-4,-5,-1,-3,3,-2
LYPLA1 counter,-1,2,-2,-1,1,-2
PAD4 inh,-4,-2,0,5,-2,3
PAFAH1B3 FP inh,8,2,-8,-2,4,1
PME-1 primary,-3,3,13,1,-5,1
PAFAH1B2 inh,0,-3,0,5,18,4
pPAFAH FP inh,8,0,3,6,-9,-1
Fam108B inh,0,2,0,6,-2,0
GSTO1 inh,4,0,14,2,-6,6

Following part
41. CCCc1cc(=O)[nH]c2nnc(SCC(=O)NC3CCCC3)n12
42. COc1cccc(-c2nc(CS(=O)(=O)CC(=O)NCc3ccccc3OC)c(C)o2)c1
43. c1ccc(CNc2cnccn2)cc1
44. Cc1cccc(N(CC(=O)NCC2CCCO2)C(=O)CNS(=O)(=O)c2ccc(Cl)cc2)c1 (stereo not drawn)
45. CC(C)(CNCC(O)c1ccccc1)N1CCOCC1 (stereo not drawn)
46. CCc1ccc(C(=O)NNC(=O)c2cccc(N3C(=O)CCC3=O)c2)cc1
47. O=C(O)C1C2C=CC(O2)C1C(=O)NCc1ccc2c(c1)OCO2 (stereo not drawn)
48. COc1ccc(-c2c(C#N)c(N)nc3c2CCC3)cc1

entry no.,41,42,43,44,45,46,47,48
PAFAH2 FP inh,2,0,5,10,11,-3,-1,6
LYPLA1 counter,1,-1,3,1,0,1,1,-4
PAD4 inh,5,-1,1,-6,-5,0,-1,1
PAFAH1B3 FP inh,1,3,8,8,-2,5,-2,4
PME-1 primary,2,12,0,4,1,3,-4,-5
PAFAH1B2 inh,1,3,3,7,-2,2,0,5
pPAFAH FP inh,6,-6,3,9,-1,2,-3,-2
Fam108B inh,-2,-5,0,2,-5,1,4,-4
GSTO1 inh,1,6,1,1,1,-4,0,6

49. CCOC(=O)N1CCN(S(=O)(=O)c2ccc(C(=O)Nc3sc4c(c3C(=O)OC)CCN(C)C4)cc2)CC1
50. COc1cc2c(cc1OC)C(COc1ccc3c(C)cc(=O)oc3c1)N(C(=O)c1ccco1)CC2 (stereo not drawn)
51. CC(=O)c1ccc(N2CCN(C(=O)/C=C/c3cccs3)CC2)cc1
52. CC(=O)Nc1ccccc1-c1ccc(C)o1
53. CCOC(=O)CN1C(=O)NC2(CCCc3ccccc32)C1=O (stereo not drawn)
54. O=C(N/N=C/c1cccnc1)c1cc2ccccc2o1
55. COc1ccc(O)c(C2=Nc3ccccc3N=C(c3cccs3)C2)c1
56. O=C(c1ccccc1Cl)N1CCNCC1

entry no.,49,50,51,52,53,54,55,56
PAFAH2 FP inh,-5,12,3,-1,5,8,-4,-4
LYPLA1 counter,-1,-6,4,-2,-1,0,-5,0
PAD4 inh,0,3,-4,1,2,2,-3,-5
PAFAH1B3 FP inh,10,6,8,3,3,-1,-1,5
PME-1 primary,12,0,-3,-3,4,-2,5,-10
PAFAH1B2 inh,2,2,-1,4,-1,0,-2,0
pPAFAH FP inh,1,0,1,2,7,-8,5,-2
Fam108B inh,0,0,-3,-1,0,-1,8,0
GSTO1 inh,4,-6,-6,6,2,-4,-2,3

57. Cc1cccc(C)c1NC(=S)NCc1ccncc1
58. CCOC(=O)C1=C(C)NC(C)=C(C(=O)OCC)C1C(=O)O
59. COc1ccc(C(=O)Nc2ncccc2C)cc1S(=O)(=O)N1CCOCC1
60. CSc1ccccc1NC(=O)COC(=O)/C=C/c1ccco1
61. O=C(Oc1cc(Cl)ccc1Cl)c1ccc(N2CCOCC2)c([N+](=O)[O-])c1
62. N#C/C(=C/c1cccnc1)c1ccccc1
63. Cn1c2c(c(=O)n(C)c1=O)C(c1cccc(F)c1)C(C#N)=C(N)O2 (stereo not drawn)
64. CC(O)Cn1ccccc1=N (stereo not drawn)

entry no.,57,58,59,60,61,62,63,64
PAFAH2 FP inh,1,4,2,63*,-2,-4,-5,-4
LYPLA1 counter,-2,3,-4,.,-1,-1,3,1
PAD4 inh,-2,2,1,-4,-5,3,0,6
PAFAH1B3 FP inh,2,3,-8,-12,9,8,1,9
PME-1 primary,4,3,-6,.,1,4,-4,0
PAFAH1B2 inh,10,8,5,4,3,2,2,2
pPAFAH FP inh,10,4,-2,6,14,-4,3,4
Fam108B inh,1,-3,-4,.,-1,-2,1,-3
GSTO1 inh,10,1,15,.,3,-3,-1,10
